High-throughput results from PubChem BioAssay.
CHO-K1 Ca PAM: M1 PAM counterscreen hit in parental CHO-K1 cells. ATP EC20, Fluo-8 calcium fluorescence; 0% at ATP EC20, 100% at ATP max. activation, % at 3 µM. hit rate 0.02% among 360,000. AID 602247;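 active = activation above the run cutoff, the mean activation of all test compounds plus 3 SD, cut at about 40% in these data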;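 note: peak over basal fluorescence ratio in a 140 s read after ATP addition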
CHRM5 PAM: CHRM5 positive allosteric modulation; P08912; CHO-K1 hM5, Fluo-8 calcium, ACh EC20 PAM; 0% = ACh EC20, 100% = ACh EC100; activation, % at 3 µM; hit rate 0.3% among 360,000; AID 624038;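 active = activation above the run cutoff, the mean activation of all test compounds plus 3 SD, cut at about 18% in these data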
Target sequence (P08912 whole entry, looked up): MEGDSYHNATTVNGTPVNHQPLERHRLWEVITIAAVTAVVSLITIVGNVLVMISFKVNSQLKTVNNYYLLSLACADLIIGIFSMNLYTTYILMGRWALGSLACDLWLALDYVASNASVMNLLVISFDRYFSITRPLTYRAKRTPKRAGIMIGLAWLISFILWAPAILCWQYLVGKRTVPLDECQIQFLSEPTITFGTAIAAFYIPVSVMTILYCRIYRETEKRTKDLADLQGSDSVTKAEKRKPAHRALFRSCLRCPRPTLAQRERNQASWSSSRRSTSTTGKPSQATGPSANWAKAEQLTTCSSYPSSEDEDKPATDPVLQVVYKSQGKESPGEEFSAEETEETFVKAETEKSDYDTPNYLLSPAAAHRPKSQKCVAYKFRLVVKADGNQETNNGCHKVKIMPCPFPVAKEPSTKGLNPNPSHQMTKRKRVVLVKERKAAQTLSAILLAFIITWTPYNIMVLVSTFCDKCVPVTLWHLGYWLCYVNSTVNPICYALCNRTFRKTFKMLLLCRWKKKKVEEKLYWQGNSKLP
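Probe or stimulus: acetylcholine, EC20 level; Assay system: human M5 receptor in CHO-K1 cells; Schedule: compound preincubation 140 s before EC20 acetylcholine addition; Technique: intracellular calcium via Fluo-8 fluorescence; Dosing: single-point, 3 µM nominal; Read-out basis: percent activation from peak-over-basal fluorescence ratio, scaled EC20-to-EC100 acetylcholine; Repeats: one well per compound, no replicates.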
M4 antag: antagonists of human muscarinic M4 receptor (CHRM4). CHO-hM4 cells, ACh EC80, Fluo-8 calcium fluorescence. hit rate 0.73% among 360,000. inhibition, % at 3 µM. P08173;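 active = inhibition above its plate's cutoff, the mean inhibition of sample wells plus 3 SD, cut at about 27% in these data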;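 note: 0% = acetylcholine EC80 with DMSO and 100% = DMSO without agonist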
Target sequence (P08173 whole entry, looked up): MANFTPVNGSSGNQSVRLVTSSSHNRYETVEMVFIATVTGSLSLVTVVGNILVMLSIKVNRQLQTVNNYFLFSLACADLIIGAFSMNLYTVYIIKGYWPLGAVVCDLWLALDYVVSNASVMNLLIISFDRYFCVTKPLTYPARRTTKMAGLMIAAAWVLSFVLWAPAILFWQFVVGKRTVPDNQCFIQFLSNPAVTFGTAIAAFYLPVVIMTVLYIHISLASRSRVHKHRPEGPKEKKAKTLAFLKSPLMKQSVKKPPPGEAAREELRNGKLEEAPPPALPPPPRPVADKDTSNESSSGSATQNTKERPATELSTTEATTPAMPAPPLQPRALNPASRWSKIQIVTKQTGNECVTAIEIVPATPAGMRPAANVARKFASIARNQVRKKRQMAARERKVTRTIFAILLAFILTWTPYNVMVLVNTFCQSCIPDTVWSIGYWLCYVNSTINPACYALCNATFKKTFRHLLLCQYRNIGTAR
M4 ag: CHRM4 agonism in calcium assay; P08173; CHO-K1 hM4/Gqi5, Fluo-8 calcium fluorescence; vehicle 0%, full acetylcholine response 100%; activation, % at 3 µM; hit rate 0.14% among 360,000; AID 624127;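 active = activation above the run mean over all test wells plus 3 SD, cut at about 32% in these data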;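 note: peak over basal fluorescence ratio per well then scaled between controls; 0% = DMSO wells and 100% = acetylcholine at EC100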
CHO-K1 Ca ag: M1 agonist counterscreen hit in parental CHO-K1 cells; Fluo-8 calcium fluorescence; scaled to maximal ATP response, vehicle zero; activation, % at 3 µM; hit rate 0.48% among 360,000; AID 602248; in the data active = activation above about 15%;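 note: untransfected CHO-K1 host cells lacking M1 receptor as counterscreen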
CHRM5 antagonist: CHRM5 antagonism in calcium assay | P08912 | CHO-hM5 cells, Fluo-8 calcium fluorescence, ACh EC80 | inhibition, % at 3 µM | hit rate 0.59% among 360,000 | AID 624040;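 active = inhibition above a per-plate cutoff, the mean of that plate's test compounds plus 3 SD, cut at about 27% in these data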;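 note: 0% = acetylcholine EC80 with DMSO and 100% = DMSO without agonist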
CHRM5 agonist: CHRM5 agonism in calcium assay | CHO-K1 hM5 cells, Fluo-8 calcium fluorescence; 0% DMSO wells, 100% maximal acetylcholine response | activation, % at 3 µM | hit rate 0.19% among 360,000;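 active = activation above the run's mean over test compounds plus 3 SD, cut at about 23% in these data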;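 note: signal is peak over basal fluorescence ratio across the kinetic read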
CHRM4 PAM: positive allosteric modulators of human muscarinic M4 receptor | P08173 | CHO-K1 hM4/Gqi5, Fluo-8 calcium fluorescence, ACh EC20; 0% = ACh EC20, 100% = maximal ACh | activation, % at 3 µM | hit rate 0.4% among 360,000;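 active = activation above its plate's cutoff, the mean activation of sample wells plus 3 SD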; note: some results filed as inactive read as strong as hits
CHO-K1 Ca antag: counter-screen for M1 antagonists: effect in parental CHO-K1 cells; ATP-induced calcium, Fluo-8 fluorescence; inhibition, % at 3 µM; hit rate 0.6% among 360,000; AID 602250;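 active = inhibition above a per-plate cutoff, the plate's mean sample inhibition plus 3 SD, cut at about 24% in these data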;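 note: 0% = DMSO plus EC80 ATP and 100% = DMSO alone without ATP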
Starred values were filed as active, the others as inactive.

canonical_smiles	CHO-K1 Ca PAM	M4 ag	CHO-K1 Ca ag	CHRM5 antagonist	CHRM5 PAM	M4 antag	CHRM5 agonist	CHO-K1 Ca antag	CHRM4 PAM
Cc1ccc(NC(=O)Cc2nn(C)c(=O)c3ccccc23)cc1F	1	5	9.8	15	-16	33*	5	8	-12
COc1ccc(-c2cnc(N)n2CC2CCCO2)cc1 (centres undefined)	-2	0	0.2	-2	0	-4	-2	8	-1
Cc1ccc(S(=O)(=O)N(Cc2cc3ccccc3[nH]c2=O)c2cccc(C)c2)cc1	13	0	1.0	2	3	1	1	-1	-4
CCN(CC(=O)Nc1ccc2c(c1)OCCO2)C(=O)/C=C/c1ccccc1	12	1	-0.1	2	5	2	-4	-12	-4
CCOC(=O)c1nn(-c2ccccc2F)c(C)c1C(C)=O	8	1	0.6	-2	-5	5	1	-14	0
COc1ccc(Nc2nc(C(=O)NCCCN3CCOCC3)cs2)cc1	0	0	-0.1	10	2	4	0	-11	-3
CCn1c2ccccc2c2nc3cc(S(=O)(=O)N4CCOCC4)ccc3nc21	17	13	4.6	5	-15	-18	0	-14	-4
C=CCN(C(=O)c1csnn1)C(C(=O)NC1CCCCC1)c1ccc(F)cc1 (centres undefined)	7	2	0.2	0	-1	-4	-1	-15	-1
CCN(CC(O)CON=C1c2ccccc2-c2ccccc21)S(=O)(=O)c1ccc(Cl)cc1 (centres undefined)	21	3	2.9	0	-2	-4	-1	-14	-9
COc1ccc(Cl)cc1NC(=O)CN(C)S(=O)(=O)c1cccs1	14	1	1.7	10	2	4	-4	-13	-9
CCC(C)C(NC(=O)c1ccc(Cl)cc1)C(=O)O (centres undefined)	-6	0	-0.2	5	-4	-2	0	5	-3
CC(/C=C/c1cccc([N+](=O)[O-])c1)=N/NC(=O)c1cccnc1	22	1	1.4	7	0	-3	-2	-1	-2
Cc1ccc(C)c(C(=O)CSc2nc3ccccc3c(=O)[nH]2)c1	-8	2	0.0	6	-9	-7	1	2	-6
CC(=O)c1c(O)c(C)c(O)c2c1OC1=Cc3c(c(C)nn3C)C(=O)C12C (centres undefined)	-3	1	-0.1	4	3	-7	1	1	-2
CCc1ccc(C2C(C#N)=C(N)SC(N)=C2C#N)s1	-10	9	4.4	12	-2	14	7	12	-4
COc1ccc(C(=O)N(C)C2(C)CCS(=O)(=O)C2)cc1OC (centres undefined)	21	0	1.6	-5	6	-4	-5	2	6
O=C(CSc1ccc(Br)cc1)N1CCN(C(=O)c2ccco2)CC1	15	14	3.6	21	-13	-8	-1	0	-8
CCC(C)(c1nnnn1-c1c(C)cccc1C)N(N=O)c1ccccc1Cl (centres undefined)	2	-1	-0.3	14	-11	7	-5	-9	-8
O=C(CNC(=O)c1ccc(Cl)cc1Cl)OCCOc1ccccc1	-18	0	-0.7	9	-4	-8	0	8	18
Nc1ccc(-c2ccc(N)c([N+](=O)[O-])c2)cc1[N+](=O)[O-]	9	1	0.2	0	7	-4	-6	-4	3
Cc1ccc(NC(=O)COn2nnc3ccc(S(=O)(=O)N(C)C)cc32)cc1F	10	14	9.8	0	-11	-1	2	-21	0
Cc1ccc(C(=O)N(c2ccccn2)C(C)c2ccco2)cc1 (centres undefined)	-7	1	0.5	-1	0	0	-3	1	19
CCOc1cc(C(=O)N/N=C/C(Br)=C/c2ccccc2)cc(OCC)c1OCC	18	2	5.9	-6	-3	-3	-5	10	-5
CNC(=O)c1ccccc1NC(=O)c1cccc(S(=O)(=O)N2CCC(C)CC2)c1	1	7	3.0	6	-1	0	-1	-1	-6
O=C(O)c1nc(N2CCOCC2)nc(N2CCOCC2)n1	17	1	0.5	3	0	4	2	-15	10

Carrying on.
canonical_smiles	CHO-K1 Ca PAM	M4 ag	CHO-K1 Ca ag	CHRM5 antagonist	CHRM5 PAM	M4 antag	CHRM5 agonist	CHO-K1 Ca antag	CHRM4 PAM
Cc1nc(NC(=O)c2csc3ccccc23)sc1C	-6	1	0.3	6	-16	9	-2	0	3
CCc1ccc(C(=O)Cn2ncc(Cl)c(Cl)c2=O)cc1	-8	-2	-0.2	3	-5	9	-5	11	-5
CCN(CC)C(=O)C(=O)c1cccn1-c1ccccc1C#N	13	1	-0.1	-5	1	2	0	-11	3
COc1ccc(C2CCc3cc(OC)c(OC)cc3C2NC=O)cc1OC (centres undefined)	20	1	0.8	-8	3	-9	0	-22	6
O=C1/C(=C\Nc2ccc(Cl)cc2)CCN1c1ncccn1	14	1	0.5	10	5	-4	0	2	5
CC1(C)C(=O)Nc2ccccc2N1C(=O)COC(=O)c1ccc([N+](=O)[O-])o1	-8	1	0.0	6	-2	-5	3	2	0
CCOC(=O)N1CCN(c2ccc(C(=O)CC)cc2F)CC1	2	4	1.5	-2	2	6	5	-9	-5
Nc1nc(-c2ccccc2)c(N=Nc2ccc(Cl)cc2)s1	-6	0	-0.8	5	9	2	-2	10	10
Cc1ccc(C(=O)NN2C(=O)C3C(C2=O)C2C=CC3C23CC3)cc1 (centres undefined)	13	1	-0.7	-10	3	-6	2	-3	4
CCN(C(=O)c1cc2c(=O)[nH]c3ccc(C)cc3c2s1)c1ccc(OC)cc1	-13	0	0.1	7	-6	-3	-1	-4	-4
C[n+]1cccc(C(=O)Nc2ccccc2)c1	-10	1	0.5	4	-4	1	-3	-6	-5
NC(=O)c1c(NC(=O)C2COc3ccccc3O2)sc2c1CCN(Cc1ccccc1)C2 (centres undefined)	10	7	3.8	9	-1	-2	6	-8	-3
N#Cc1nc(COc2ccccc2F)oc1NCc1ccc(F)cc1	18	3	1.1	-3	-12	-8	-3	-5	-4
CCOc1ccc(C(C)NC(=O)Nc2ccc(F)cc2F)cc1 (centres undefined)	1	1	13	-6	-2	-3	-3	3	0
CCOc1ccc(C(=O)NCC(=O)OCC(=O)Nc2nnc(-c3ccccc3)o2)cc1	3	0	0.2	9	6	5	2	-11	-4
CC(C)c1ccc(NC(=O)C2C3C=CC4(O3)C2C(=O)N(CCN2CCOCC2)C4C(=O)NC2CCCCC2)cc1 (centres undefined)	13	0	0.3	16	-3	4	-3	-19	0
C[C@@H]1CN([C@@H](C)CO)C(=O)c2cc(Br)cnc2O[C@H]1CN(C)Cc1cccnc1	-8	1	-0.4	4	-3	2	0	4	0
CC(=O)c1ccccc1OC(=O)c1ccco1	-4	1	0.1	1	2	-13	0	7	23*
COc1ccccc1NS(=O)(=O)c1cccc(C(=O)NNC(=O)c2ccc(=O)[nH]c2)c1	-1	1	0.3	-5	-5	9	7	6	1
CCOC(=O)c1c(-c2ccc(C)cc2)csc1NC(=S)NC(=O)c1ccccc1	11	1	0.1	0	3	-4	0	-7	5
COc1ccc(Cl)cc1NC(=O)CN1C(=O)CC(C)S(=O)(=O)c2ccccc21 (centres undefined)	21	2	1.5	4	4	4	-4	-14	9
CCCCOc1ccc(/C=N/NC(=O)c2nnn(-c3nonc3N)c2C)cc1	-16	0	0.2	2	-2	-7	-2	-3	3
COc1cc(OC)cc(C(=O)N/N=C(\C)CC(=O)Nc2ccccn2)c1	10	4	0.5	-8	7	1	-2	-5	2
COC(=O)c1c(NC(=O)c2ccc([N+](=O)[O-])o2)sc2c1CCN(C(C)C)C2	16	1	0.1	-2	6	-2	-6	-3	1
CC1(C)CCSC(/C=C/c2ccccc2)=N1	17	0	2.7	6	-1	-7	-5	-11	-3

Other entries follow.
canonical_smiles	CHO-K1 Ca PAM	M4 ag	CHO-K1 Ca ag	CHRM5 antagonist	CHRM5 PAM	M4 antag	CHRM5 agonist	CHO-K1 Ca antag	CHRM4 PAM
CCCCC(=O)N/N=C/c1cc([N+](=O)[O-])ccc1N1CCOCC1	-5	1	0.8	11	-5	-1	2	4	8
O=C1C=C(O)C(n2cncn2)C(c2ccc3c(c2)OCO3)C1 (centres undefined)	-11	3	1.2	4	3	4	1	14	6
CCc1ccc(OCc2nnc(SCc3ccc(C(=O)O)cc3)o2)cc1	13	4	-0.1	-2	-3	-8	-1	1	27*
O=C(C1CCC(=O)N(C2CC2)C1)N1CCN(c2ccccc2Cl)CC1 (centres undefined)	11	1	1.3	-7	6	-1	-2	-12	1
Cc1noc(/C=C/N(C)C)c1S(=O)(=O)N1CCCC(C(=O)NC2CCCCC2)C1 (centres undefined)	16	0	1.9	-4	0	-1	0	-7	-1
CC(=O)Nc1cnc2ccccc2n1	18	0	0.7	-5	1	1	-8	-7	-1
Cc1c(Cl)c([N+](=O)[O-])nn1CCCC(=O)Nc1cccc(Cl)c1Cl	15	3	13	1	-7	3	-3	4	-11
CCN(CC)S(=O)(=O)c1cc(C(=O)O)ccc1OC	10	1	0.2	-5	12	-2	7	-6	6
O=C(NCC(c1ccco1)N1CCN(c2ccccc2F)CC1)C(=O)NC1CC1 (centres undefined)	-5	0	0.0	7	-2	-5	4	2	15
O=C(O)[C@@H]1CCCN1c1ncnc2sc3c(c12)CCC3	12	0	0.3	0	4	3	-1	-13	2
COc1cc(OC)c2c(-c3ccccc3)cc(=O)oc2c1C(CCN1CCCCC1)c1ccc2c(c1)OCO2 (centres undefined)	6	6	3.8	5	-4	8	-5	-4	-5
COc1cccc(-n2nnc3c(=O)n(Cc4ccc(Br)cc4)cnc32)c1	18	1	0.5	1	0	-4	0	-13	8
CCOC(=O)C1=CCN(S(=O)(=O)c2ccc(Br)cc2)C1c1ccc(C)cc1 (centres undefined)	11	-2	0.5	9	-10	-4	-3	1	0
COCCOC(=O)c1ccc(NC(=O)COc2ccc([N+](=O)[O-])cc2)cc1	-4	3	1.8	7	-8	11	3	2	-10
COCCNC(=S)Nc1cccc2cnccc12	13	4	3.2	7	-2	3	2	-16	3
COC(=O)c1sccc1NC(=O)CSCC(=O)O	17	0	-0.5	-6	0	6	0	7	-2
CNC(=O)c1cc(NC(=O)CCn2nc(-c3ccccc3)c3ccccc3c2=O)ccc1OC	10	5	1.2	-9	2	-7	-1	-14	-4
COc1ccc(NC(=O)CN(C)C(=O)c2cc(C)on2)cc1	8	-1	-0.3	-1	4	-2	4	-1	5
CCN(CCn1cccn1)C(=O)CCc1nnc(C2CCCCC2)o1	12	1	0.1	-5	3	-8	3	-4	-9
Cc1cccc(C)c1NC(=O)c1cccc(N2C(=O)C3CCC(C)CC3C2=O)c1 (centres undefined)	8	11	9.4	1	-3	-21	1	-7	0
O=C(NCCCN1CCCC1=O)Nc1ccc(F)c(Cl)c1	20	6	2.7	17	-9	4	-2	-1	8

Hits appear at their usual frequency; any-hit rate near 2.7%.
